Bioassay records deposited in PubChem BioAssay by Small Molecule Screening Facility, UW Madison.
RMI-FANCM inh = inhibitors of human RMI core complex binding to FANCM MM2 | Fluorescence polarization, RMI core complex with F-MM2 peptide; stronger effect = lower value | FP signal (polarization) at 33 µM | 70,000 compounds, 0.58% hits | AID 1159607; in the data active = FP signal below about 40; also: inactives centre near 61; strong numbers were not always called active; unit not given here
* hit, by the source's call; & = joins results of further samples.

Molecule,RMI-FANCM inh
CC(C)Sc1c(Cl)cccc1[N+](=O)[O-],61
Cc1nc2ncccc2c(=O)n1-c1cccc(NC(=O)c2ccc(Br)o2)c1,56
Cc1cc(Cl)cc2c1C(=O)/C(=C\c1ccccc1O)S2,55
O=S(=O)(C1=CC23CCCC2(C=C(S(=O)(=O)c2ccc(Cl)cc2)C3)C1)c1ccc(Cl)cc1 (stereo not given),54
CCOc1ccc(-c2ccc(OCCNS(=O)(=O)c3ccc(OCC)cc3)nn2)cc1,52
O=C(COc1ccc(Cl)cc1)NCCCn1ncccc1=O,64
N#Cc1ccc(OCOc2ccc(C#N)cc2)cc1,56
CC1=C(C)CC2C(=O)N(c3ccc(O)cc3)C(=O)C2C1 (stereo not given),59
Cc1c(C(=O)NCCNc2ccc(C(F)(F)F)cc2[N+](=O)[O-])cnn1-c1ccc(F)cc1,52
Cc1ccc(C(=O)NCCN2CCN(c3ccc(F)cc3)CC2)cc1C,66
O=c1c2cnn(C3CCS(=O)(=O)C3)c2ncn1Cc1ccc(Cl)c(Cl)c1 (stereo not given),61
O=[N+]([O-])c1ccc(NS(=O)(=O)c2ccc(Cl)cc2)c(Cl)c1,54
C/C=C/c1ccc(OC)cc1,56
COc1ccc(NC(=O)O/N=C(/N)c2ccc3c(c2)C=CC(C)(C)O3)cc1,58
O=C(OCc1ccc(Cl)cc1Cl)c1ccc([N+](=O)[O-])cc1,50
O=C(c1ccco1)N1CCN(c2ncnc3sc(-c4ccccc4)cc23)CC1,89
O=C(Nc1ccc(F)cc1)c1sccc1S(=O)(=O)N1CCN(c2ccccc2F)CC1,63
Cc1c(-c2nc(-c3ccc(F)cc3)no2)sc2ncn(CC(=O)N3CCCC3)c(=O)c12,64
CC(=O)c1sc(NC(=O)C2CCCN(S(C)(=O)=O)C2)nc1C (stereo not given),65
COc1cc(-c2nn3c(=O)c4ccccc4nc3n2N)cc(OC)c1OC,64
O=c1ccc2ccc(Oc3ncnc4scc(-c5ccc(F)cc5)c34)cc2o1,91
Cc1cc(CNC(=O)CN2C(=O)c3ccccc3C2=O)no1,46
Cn1ncc2c(N3CCCC3)ncnc21,61
CN1/C(=C/C2CC(=O)N(c3ccc([N+](=O)[O-])cc3)C2=O)C(C)(C)c2ccccc21 (stereo not given),66
COc1ccc(-c2noc(Cn3ccn4nc(-c5cccs5)cc4c3=O)n2)c(OC)c1,86
Cc1ccc(NC(=O)C2Cc3ccccc3C(=O)O2)c([N+](=O)[O-])c1 (stereo not given),62
Cc1csc(NC(=O)CCCSc2ccc(NC(=O)C3CC3)nn2)n1,72
O=c1[nH]cnc2c(Cl)cc(Cl)cc12,59
O=c1c2sc3cccc(F)c3c2nc2n1CC(NCc1ccccc1)OC2 (stereo not given),126
Cc1cccc(-c2noc(C(=O)NNC(=O)C(Cl)(Cl)Cl)n2)c1,55

Ordered by length of the SMILES (low to high): 3 of the compounds above.
Molecule,RMI-FANCM inh
COc1cc(-c2nn3c(=O)c4ccccc4nc3n2N)cc(OC)c1OC,64
O=c1ccc2ccc(Oc3ncnc4scc(-c5ccc(F)cc5)c34)cc2o1,91
Cc1nc2ncccc2c(=O)n1-c1cccc(NC(=O)c2ccc(Br)o2)c1,56

Next section.
Molecule,RMI-FANCM inh
CC(=O)Nc1ccc(SCc2cccc(F)c2)nn1,67
CCOc1ccc(-c2cn(-c3ccccc3OC)c(=S)[nH]2)cc1,73
O=C(NCCCn1nc(-c2ccco2)ccc1=O)c1ccccc1,66
Cc1nc2sccn2c(=O)c1CCN1CCC(=C(c2ccccc2)c2ccc(F)cc2)CC1,66
Cc1nc(-n2nc(-c3ccco3)cc2NC(=O)c2ccc3c(c2)OCO3)[nH]c(=O)c1C,47
COc1ccc(NC(=O)Cc2csc(Nc3ccc(S(C)(=O)=O)cc3)n2)cc1OC,60
O=C(Cc1cc(=O)[nH]c(SCC(=O)Nc2ccccc2F)n1)NCc1ccccc1,60
COc1ccc2nc(-c3ccc(C)c(NS(=O)(=O)c4cc(F)ccc4OC)c3)cn2n1,84
O=C(NCc1ccc(Cl)c(Cl)c1)c1cc(S(=O)(=O)N2CCC3(CC2)OCCO3)ccc1F,59
O=C(Nc1ccc2c(c1)N(S(=O)(=O)c1ccccc1)CCC2)c1ccc(Br)o1,66
COc1ccc(S(=O)(=O)N2CCOC2CNC(=O)C(=O)NCCN(C)C)cc1 (stereo not given),58
COc1cccc2cc(-c3csc(NC(=O)c4cc5ccccc5oc4=O)n3)oc12,76
N#Cc1ccc(Cl)cc1NC(=O)CC1CCCCN1S(=O)(=O)c1cccs1 (stereo not given),71
O=C(Cc1ccc(F)cc1)NCCn1ncc2c(=O)n(Cc3ccc(F)cc3)cnc21,67
O=C(N/N=C\c1cc([N+](=O)[O-])ccc1O)C12CC3CC(CC(C3)C1)C2,54
O=C(Cc1cc(=O)[nH]c(SCc2ccccc2F)n1)NCc1ccc(Cl)cc1,64
CCN(CC)c1ccc(NC(=O)CN2CCCN(Cc3ccccc3Cl)S2(=O)=O)c(C)c1,59
CCOc1ccc(-c2csc(-n3nc(C)cc3NC(=O)c3ccccc3C)n2)cc1,96
Cc1ccc(C(=O)N/C(=C/C=C\c2ccccc2)C(=O)NC(C)C)cc1,59
CCOc1ccc(-c2ccc(C)c(NC(=O)c3cccc(OC)c3OC)c2)nn1,70
Cc1cc(-c2nc(C)c(-c3nnc(SCC(=O)Nc4ccc(C(C)C)cc4)n3C)s2)no1,58
Cc1ccc(C)c(CN2CCN(c3nc4c(c(=O)[nH]c(=O)n4C)n3CCCc3ccccc3)CC2)c1,57
COC(=O)c1c(NC(=O)C2CCCN2S(=O)(=O)c2ccc(Cl)cc2)sc2c1CCCC2 (stereo not given),68
C=CC(C)(C)OCC(O)CN1CCN(c2ccccc2OC)CC1 (stereo not given),56
CC(=O)Cn1c(=O)c2c(nc3n(-c4cccc(Cl)c4C)c(-c4ccccc4)cn23)n(C)c1=O,55
Cc1cc(F)ccc1S(=O)(=O)Nc1ccc2c(c1)N(CCC(C)C)C(=O)C(C)(C)CO2,65
CC(C)(C)c1ccc(-c2csc(N)n2)cc1,62
Cc1cc2ccccc2n2c(SCC(=O)NCc3ccco3)nnc12,64
CN(C)/C=C/C(=O)C12CC3CC(CC(C3)C1)C2,52
COc1ccc(CNC(=O)c2cn(-c3cccc(Cl)c3)nn2)c(OC)c1,67
O=C(NC(=S)Nc1cccnc1Cl)c1ccc(F)cc1,62
Cc1ccccc1OCC(=O)Nc1ccc(C)c(N2CCCC2=O)c1,52
Cc1cc(-n2cnc(-c3cn(C)nc3C)n2)no1,58
CSc1nnc(-c2ccc(S(=O)(=O)n3nc(C)c(Br)c3C)s2)n1C,56
CC(C)c1cc(C(=O)N/N=C\C=C\c2ccccc2)n[nH]1,57
CC(=O)c1cccc(NC(=O)CSc2nc3cc(-c4ccccc4)sc3c(=O)n2C)c1,52
O=C(CSc1nnc2ccc(-c3ccncc3)nn12)Nc1ccc(Br)cc1,81
O=C(OCc1ccc(C#Cc2ccccc2)s1)c1cccs1,64
Cc1csc(NC(=O)c2ccco2)c1C(=O)c1ccccc1,62
O=C(O)Cc1ccccc1I,65
Cc1ccc(CNC(=O)c2cn(C)c3c(=O)n(-c4ccccc4)c(=O)[nH]c23)cc1,56
Cc1cc(C)c(C#N)c(SCC(=O)Nc2ccc(S(N)(=O)=O)cc2)n1,54
COc1cccc(-c2nnc(NC(=O)c3ccc(S(=O)(=O)N4COCC4(C)C)cc3)o2)c1,60
CCOC(=O)N1CCN(S(=O)(=O)c2ccc(C(=O)N(CCCN(C)C)c3nc4c(C)c(C)ccc4s3)cc2)CC1,111
CCCS(=O)(=O)N1CCCC(c2nnc(-c3cccs3)o2)C1 (stereo not given),63
O=S(=O)(c1ccc(Cl)cc1)N1CCC(c2nnc(-c3ccco3)o2)CC1,59
COCCN1CCC(CNC(=O)c2ccc(Cl)cc2)CC1,72
O=C(CC1CCCC1)N1CCN(Cc2nc(-c3ccc(F)cc3)cs2)CC1,61
O=C(CSc1nc2scc(-c3ccc(Cl)cc3)c2c(=O)n1-c1ccccc1)Nc1ccc(F)cc1,64
COc1ccc(-c2nc3c(c(SCC(=O)Nc4ccc(C)c(C)c4)n2)Cc2cccc(C)c2O3)cc1,59&58
Cc1cc(S(=O)(=O)N2CCN(c3ccc4nncn4n3)CC2)ccc1F,65
COc1ccc(OC)c(CCn2c(=S)[nH]c3c(oc4ccccc43)c2=O)c1,65
COc1cccc(C(=O)Nc2sc(C)c(C)c2C(N)=O)c1OC,54
CCSc1nnc(NC(=O)Nc2ccc(F)cc2)s1,58
Cc1ccc(-c2nc(NC(=O)C(C)(C)C)sc2C)cc1,64
Cc1cc(-c2nnc(NC(=O)COc3ccccc3F)o2)n(C)n1,67
CCOC(=O)c1sc(NC(=O)c2cc(OC)cc(OC)c2)nc1-c1ccccc1,68
Cc1ccc(C(=O)Nc2nnc(C3CCCCC3)o2)cc1C,61
N#C/C(=C\c1ccc(-c2cccc(C(F)(F)F)c2)o1)C(N)=S,41
CCc1c(C)nc(SCC(=O)N2CCN(c3ccccc3)CC2)[nH]c1=O,55

2 of these compounds, reformatted.
compound: COc1ccc(OC)c(CCn2c(=S)[nH]c3c(oc4ccccc43)c2=O)c1
  RMI-FANCM inh: 65

compound: COc1cccc(C(=O)Nc2sc(C)c(C)c2C(N)=O)c1OC
  RMI-FANCM inh: 54

Other entries
Molecule,RMI-FANCM inh
Cc1cc(NC(=O)CSc2nc3ccccc3s2)no1,58
CC(=O)CSC(=O)c1c(-c2c(Cl)cccc2Cl)noc1C,56
CN(C)c1ccc(C(CNC(=O)C(=O)NCc2ccc3c(c2)OCO3)N2CCOCC2)cc1 (stereo not given),52
O=C(COc1ccc(Cl)cc1Cl)Nc1n[nH]c(=S)s1,57
COc1ccc(CCC(=O)Nc2cc(C)nn2-c2nc3c(cnn3-c3cccc(C)c3)c(=O)[nH]2)cc1,67
COc1ccc(S(=O)(=O)NCC2CCN(Cc3ccccc3)CC2)cc1C,81
COc1cccc(S(=O)(=O)Nc2cccc(C(=O)N3CCCC3)c2)c1,73
COc1ccc(S(=O)(=O)NCC(c2ccsc2)N2CCc3ccccc3C2)cc1 (stereo not given),64
COc1ccccc1N1CCN(C(=O)CC2CSc3nc4c(c(=O)n32)CCC4)CC1 (stereo not given),65
COc1ccc(-n2ccn(CC(=O)c3ccc(F)cc3)c(=O)c2=O)cc1Cl,89
COc1ccc(-n2nnnc2CNC(=O)c2cc(Br)ccc2Cl)cc1,54
COc1ccc(C(=O)n2c(SC)nc3ccccc32)cc1OC,56
S=C=NCCn1ccc2ccccc21,62
CCc1c(C#N)c(SCc2ccccc2)nc2c1C(=O)CC(C)(C)C2,78
O=[N+]([O-])c1cccnc1NCCc1ccncc1,62
CCOC(=O)N1C(C(Cl)(Cl)Cl)N(C)C2=S1N(c1ccccc1)C(c1ccccc1)=N2 (stereo not given),51
O=C(Cn1cc(-c2nnc(-c3ccco3)o2)c2ccccc21)NC1CCCC1,76
Cc1sc2[nH]c(=S)n(-c3ccccc3)c(=O)c2c1C,60
CC(C)OCCCN1CC2=C(C1=O)C(c1ccccc1F)NC(=O)N2 (stereo not given),56
Nc1nc(-c2ccccc2)c(N=Nc2ccc(Cl)cc2)s1,61
COC(=O)c1ccccc1NC(=O)c1cc(C)oc1C,63
C=C1SC(Nc2ccc(C(=O)OCC)cc2)=NC1(CC)CC,64
CC(C)N(C(=O)Cn1nc(-c2cccs2)c2sc(N3CCOCC3)nc2c1=O)c1ccccc1,64
CCCN1CCCc2cc(CCNC(=O)c3ccccc3C)ccc21,63
Cc1ccc(-n2cc(C(=O)N3CCSCC3)nn2)cc1,61
CC1c2ccsc2CCN1C(=S)NC(=O)c1cccs1 (stereo not given),62
O=C1OC(c2cccnc2Oc2ccc(Cl)cc2)=N/C1=C\c1ccc(Cl)cc1,42
Cc1nn(-c2ccccc2)c2ncc(C(=O)NC(C)c3ccccc3)c(Cl)c12 (stereo not given),87
CCN(Cc1ccccc1)S(=O)(=O)c1ccc(C(=O)Nc2cccc([N+](=O)[O-])c2)cc1,61
COc1ccc(NC(=O)CSc2ccc(NC(=O)c3cccc(F)c3)nn2)c(OC)c1,70
CC(=O)N1CCc2cc(NC(=O)c3sc4ccccc4c3Cl)ccc21,55
C#CCn1c(=NC(=O)c2cc(=O)c3ccccc3o2)sc2cccc(Cl)c21,32
CSc1cccc(N2CC(c3nc4ccccc4[nH]3)CC2=O)c1 (stereo not given),58
Cc1ccc(F)cc1NC(=O)Cn1cccc(-c2nc(-c3ccccc3)no2)c1=O,167
Fc1cc(F)c2c(c1)sc1nnc(-c3ccccc3)n12,67
CC(C)CCSc1nnc(N)s1,54

Laid out differently: results already given
Cc1cc(F)ccc1S(=O)(=O)Nc1ccc2c(c1)N(CCC(C)C)C(=O)C(C)(C)CO2
- RMI-FANCM inh = 65

CC(C)(C)c1ccc(-c2csc(N)n2)cc1
- RMI-FANCM inh = 62

Cc1cc2ccccc2n2c(SCC(=O)NCc3ccco3)nnc12
- RMI-FANCM inh = 64

Not all compounds are listed; count on the stated rates, not on these rows.
